Screening results (PubChem)
Xi reactivation = reactivates the inactive X chromosome in mouse fibroblasts. XiGFP mouse fibroblasts, % GFP-positive cells imaging, 3 d; cells co-treated with 5-aza-dC sensitizer; scaled so ellipticine positive control = 100%. 360,000 compounds, 0.055% hits. activation, % at 7.58 µM;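 active = mean normalized replicate activation at least 10% and every replicate at or above 10%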;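 note: 0% = median of on-plate neutral control wells and 100% = ellipticine 6 µM median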
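System: XiGFP fibroblasts, SV40-immortalized. Medium: DMEM plus 5-aza-dC sensitizer. Doses: single point. Timing: 3 d treatment, 15 min room-temperature fixation. Control set: ellipticine 6 µM.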
* = called active by the depositor; & = joins results of further samples. An excerpt; the hit share may differ from the screen's.

The opening 2 entries, to show the layout:
SMILES	Xi reactivation
COc1cccc(-c2nc(Oc3cccc(C)c3C)c3ccccc3n2)c1O	0.5
COc1ccc2c3c(n(C)c2c1)[C@H](CO)N(C(=O)c1cccc(F)c1)CC31CCN(CC2CC2)CC1	0.4

All compounds of this part, previewed entries included:
SMILES	Xi reactivation
COc1cccc(-c2nc(Oc3cccc(C)c3C)c3ccccc3n2)c1O	0.5
COc1ccc2c3c(n(C)c2c1)[C@H](CO)N(C(=O)c1cccc(F)c1)CC31CCN(CC2CC2)CC1	0.4
CCOC(=O)c1ccc(N/C(=N\S(=O)(=O)c2ccc(F)cc2F)c2ccccc2)cc1	0.1
CC1CCN(c2c([N+](=O)[O-])c(=O)oc3ccccc23)CC1	0.0
C=C(C)COc1ccc2c(CC)cc(=O)oc2c1C	-0.1
Cc1cccc(C2(c3cccc(C)c3)CC2C(=O)Nc2ccc([N+](=O)[O-])cc2O)c1 (centres undefined)	0.2
C[C@@H]1C(=O)N[C@@H](c2ccc(F)cc2)CC=CC[C@H](C)Oc2ccccc2C(=O)N1C (mixture of isomers)	0.0
COc1cccc(C#Cc2ccc3c(c2)[C@H]2[C@H](CCN2S(=O)(=O)c2ccc(C)cc2)[C@@H](CO)N3)c1	0.3
COc1cccc(NC(=O)CN(C)C(=O)COc2ccc3ccccc3c2)c1	0.0
Cc1sc2nc(CSc3ccccc3)nc(NCCN(C)C)c2c1C	0.3
C[C@H]1CC(=O)N[C@@H](c2ccccc2)C/C=C\C[C@H](c2ccc3c(c2)OCO3)NC1=O	0.0
COc1ccc(F)cc1S(=O)(=O)NCc1ccccc1	0.3
Oc1ccccc1N=Cc1sc2ccccc2c1Cl	0.0
O=C(/C(=C\c1ccccc1)c1nc2ccccc2[nH]1)c1ccc(Cl)cc1	0.3
CCCNC(=O)N1CC2(C1)CN(C(=O)NC(C)C)[C@@H](CO)c1c2c2ccc(OC)cc2n1C	0.1
CC[C@H]1C/C=C\C[C@@H](c2ccc(F)cc2)NC(=O)CCC(=O)N1	0.3
CC(C)NC(=O)Nc1ccc2c(c1)CC(=O)N(C)C[C@@H](C)[C@H](CN(C)S(C)(=O)=O)O2	0.3
S=c1[nH]nc(-c2ccc3ccccc3n2)n1Cc1ccccc1	0.1
CCOc1nc(SCCOc2ccc(Cl)cc2Cl)nc(N(C)C)n1	0.2
O=C(CCCc1ccccc1)NC1CC1	-0.1
Cc1ccc(C)c(N=Nc2ccc(O)c3ncccc23)c1	1.8
C[C@H]1CN([C@@H](C)CO)C(=O)c2c(c3ccccc3n2C)-c2ccccc2CO[C@@H]1CN(C)CC1CCCCC1	-0.3
CCCNC(=O)N1CC(=O)N2[C@H](CO)[C@H](c3ccc(C#Cc4ccccc4)cc3)[C@H]2C1	0.0
CCOc1cc(NS(=O)(=O)c2ccc(NC(C)=O)cc2)c(OCC)cc1NC(=O)c1cccs1	1.1
Cc1ccc(C(=O)OC2OC(=O)C(Cl)=C2N2CCOCC2)cc1 (centres undefined)	-0.1
Cc1ccc(C(=O)c2cc([N+](=O)[O-])ccc2N2CCCCC2)cc1	0.4
CC(=O)N1[C@@H]2CN(CC(F)(F)F)C[C@H]1C2c1ccccc1 (some centres undefined)	-0.1&0.3
CCC(c1nnc(SCC(=O)Nc2ccc(Cl)cc2C(F)(F)F)n1C1CCCCC1)N(C)C (centres undefined)	0.2
CC(C)CC(=O)NC(Nc1ccc([N+](=O)[O-])cc1)C(Cl)(Cl)Cl (centres undefined)	0.0
COCC(C)NCC(=O)NC(C)CCc1ccccc1 (centres undefined)	0.1
O=C(Nn1c(C2CCCCC2)nc2ccccc2c1=O)c1ccc([N+](=O)[O-])cc1Cl	0.0
C[C@H](C(=O)N(C)C[C@H]1OCc2ccccc2-c2ccccc2C(=O)N([C@H](C)CO)C[C@@H]1C)c1ccccc1	-1.0
C[C@H]1CC=CC[C@H](c2cccc(Cl)c2)NC(=O)[C@H](Cc2ccccc2)N(C)C(=O)c2ccccc2O1 (mixture of isomers)	0.2
CCc1c(C(=O)NNC(=S)NCc2ccccc2)csc1C	0.0
C[C@H]1COCn2nncc2CC[C@H](Cc2ccccc2)C(=O)N1	0.1
CC(C)CCN1C(=O)c2ccc(C(=O)Nc3cccc(S(N)(=O)=O)c3)cc2C1=O	-0.1
COc1ccccc1NC(NC(=O)c1ccccn1)C(Cl)(Cl)Cl (centres undefined)	0.0
Cc1nn(-c2ccccc2)c(Cl)c1/C=N/NC(=O)c1ccc(CNc2ccccc2)o1	0.4
CC1CN(C(=O)Nc2ccccc2)c2ccccc2-[n+]2ccsc21 (centres undefined)	-0.1
O=C1CN(CC(=O)NC(=O)NCc2ccccc2)CCN1	0.2
COc1ccc(C[C@@H]2CCc3cnnn3COCCNC2=O)cc1	0.3
O=C(NN1C(=O)C2C3C=CC(C3)C2C1=O)c1cccc(Cl)c1 (centres undefined)	0.2
CCSc1nnc(NC(=O)CSc2nnc(CNC(=O)c3ccc(OC)cc3)o2)s1	0.0
CC(=O)N(C)C[C@H]1Oc2c(N)cccc2C(=O)N(C)C[C@H]1C	0.5
COc1ccc(OC)c(NC(=O)c2ccc(-c3cccs3)cc2)c1	0.1

Overlap with the part before: 2 entries, then new ones.
SMILES	Xi reactivation
CC(=O)N(C)C[C@H]1Oc2c(N)cccc2C(=O)N(C)C[C@H]1C	0.5
COc1ccc(OC)c(NC(=O)c2ccc(-c3cccs3)cc2)c1	0.1
Fc1ccc(CN2[C@@H]3CN(CC(F)(F)F)C[C@H]2C3c2ccccc2)cc1 (some centres undefined)	0.1&0.0
O=C(c1ccc(F)cc1)N1CC[C@@H]2[C@@H](CO)Nc3ccc(C#CC4CC4)cc3[C@@H]21	0.1
CO[C@@H]1CN(C)C(=O)c2ccc(NC(C)=O)cc2OC[C@H](C)N(C(=O)c2ccccc2)C[C@@H]1C	-0.2
O=C(NN=C1C2CC3CC(C2)CC1C3)c1cccc(S(=O)(=O)N2CCOCC2)c1	-0.1
COc1cccc(NC(=O)C[C@@H]2CC[C@H]3[C@@H](COc4ccc(NC(=O)C5CCCC5)cc4C(=O)N3C)O2)c1	0.0
CCOC(=O)c1c(NC(=O)C2C3C=CC(C3)C2C(=O)O)sc2c1CCC(CC)C2 (centres undefined)	0.0
O=C(COC(=O)c1ccccc1NS(=O)(=O)c1cccs1)NC1CCCCC1	0.0
Cc1cccc(NC(=S)N(CCN(C)C)Cc2cc3cccc(C)c3[nH]c2=O)c1	0.1
CCNc1ccc(C2(O)C(=O)c3ccccc3C2=O)cc1	0.3
O=C(C1CCN(Cc2ccc(F)cc2)CC1)N(CCc1ccccc1)Cc1ccccc1	-0.1
Cc1ccccc1Oc1nc2ccccn2c(=O)c1/C=C(\C#N)C(=O)Nc1c(C)n(C)n(-c2ccccc2)c1=O	0.2
O=C(N/N=C/c1cc2c(cc1Cl)OCO2)c1ccncc1	-0.1
Brc1ccc(-n2c(SCc3nc4ccccc4[nH]3)nnc2-c2ccncc2)cc1	0.0
COc1ccc(CNC(=O)COC(=O)CCCOc2ccc(Cl)cc2Cl)cc1	0.0
CC(=O)Nc1cccc2c1O[C@@H](CN(C)C)[C@H](C)CN(C)C2=O	0.5
Nc1ccc(C(=O)OCc2csc(-c3ccccc3)n2)cc1[N+](=O)[O-]	0.0
O=C(NCc1ccccc1)c1ccccc1CO	-0.2
O=C(COC(=O)c1cccc(S(=O)(=O)N2CCc3ccccc32)c1)Nc1ncc(C(F)(F)F)cc1Cl	0.1
COc1ccc(C[C@@H]2CCc3cnnn3COC[C@H](C)NC2=O)cc1	0.0
CCOC(=O)C1(Cc2cccc(OC)c2)CCN(C(C)COC)CC1 (centres undefined)	0.1
Oc1ccc(Nc2nc(-c3cccs3)cs2)cc1	-0.1
CCC(=O)N1CC2(C1)CN(Cc1cccc(Cl)c1)[C@@H](CO)c1[nH]c3cc(OC)ccc3c12	0.0
COc1ccc(N2C(=O)C3ON(C4SC(=S)N(C)C4(C)C)C(c4ccc(Cl)cc4)C3C2=O)cc1 (centres undefined)	0.0
CNC[C@@H]1Oc2ncccc2C(=O)N(C)C[C@@H]1C	0.4
COc1ccc(C[C@H]2CCc3cnnn3COCCNC2=O)cc1	0.7
CC(C)C#Cc1ccc([C@H]2[C@H](CO)N3C(=O)CN(C(=O)Cc4cccnc4)C[C@@H]23)cc1	0.7
C[C@@H]1CN(C(=O)c2nc3ccc(Cl)cn3c2CN[C@H]2CCCCNC2=O)C[C@H](C)O1	0.0
CCc1cc2c3c(c1)C1(C(=O)N3C(C)(C)CC2C)C(C#N)=C(N)N2C(=C1C#N)Nc1ccccc12 (centres undefined)	0.1
O=C1S/C(=C\c2ccc(Cl)cc2)C(=O)N1CCn1cnnn1	0.0
COc1ccc2nc(/C(C#N)=C\c3ccc(Oc4ccc([N+](=O)[O-])cn4)cc3)[nH]c2c1	0.8
COc1cc(/C=C(\NC(=O)c2ccccc2)C(=O)NCCO)c([N+](=O)[O-])cc1OC	-0.2
COc1cccc2cc(S(=O)(=O)c3ccccc3)c(=Nc3ccc4c(c3)OCCO4)oc12	-0.2
Cc1cc(C)n(-c2ccc(Cl)c(C(=O)Nc3cc(C(F)(F)F)ccc3Cl)n2)n1	0.3
O=C(O)CCn1cc(/C=C2/NC(=S)N(c3ccccc3)C2=O)c(-c2ccccc2)n1	0.2
C[C@H](CO)N1C[C@H](C)[C@H](CN(C)Cc2ccc(C(=O)Nc3ccccc3N)cc2)Oc2c(NC(=O)NC3CCCCC3)cccc2C1=O	1.2
Cc1ccc(OCCn2cc(/C=C3\C(=O)NN(c4ccccc4)C3=O)c3ccccc32)cc1	-0.3
COc1ccc2c3c([nH]c2c1)[C@H](CO)N(Cc1ccccn1)CC31CN(Cc2cccc(F)c2)C1	0.1
CC(C)NC(=O)N(C)C[C@H]1OCCCC[C@H](C)Oc2ccc(NC(=O)Nc3cccc4ccccc34)cc2C(=O)N([C@H](C)CO)C[C@H]1C	0.1
O=C(/C=C/c1ccco1)N/C(=C\c1ccco1)C(=O)NCCc1nc2ccccc2[nH]1	0.2
CCOC(=O)c1sc(-c2ccc(OC)cc2)cc1NC(C)=O	0.1
Cc1ccc(Cl)cc1N1CCN(C(=O)c2cc3c(=O)[nH]c4ccccc4c3n2C)CC1	0.0
CCc1ccc(C2c3[nH]c4ccccc4c3CCN2C(=O)c2cc(C)nn2C)cc1 (centres undefined)	0.1
Cc1cc(C)cc(NC(=O)c2cc(Cl)sc2Cl)c1	0.5
O=C(Nc1ccc([N+](=O)[O-])c(NC(=O)C2CCCO2)c1)C1CCCO1 (centres undefined)	0.1
Cc1ccc(C(c2nnnn2C2CCCCC2)N2CCc3ccccc32)cc1 (centres undefined)	0.0

Compounds shown so far containing a CF3 group, in the order listed:
SMILES	Xi reactivation
CC(=O)N1[C@@H]2CN(CC(F)(F)F)C[C@H]1C2c1ccccc1 (some centres undefined)	-0.1&0.3
CCC(c1nnc(SCC(=O)Nc2ccc(Cl)cc2C(F)(F)F)n1C1CCCCC1)N(C)C (centres undefined)	0.2
Fc1ccc(CN2[C@@H]3CN(CC(F)(F)F)C[C@H]2C3c2ccccc2)cc1 (some centres undefined)	0.1&0.0
O=C(COC(=O)c1cccc(S(=O)(=O)N2CCc3ccccc32)c1)Nc1ncc(C(F)(F)F)cc1Cl	0.1
Cc1cc(C)n(-c2ccc(Cl)c(C(=O)Nc3cc(C(F)(F)F)ccc3Cl)n2)n1	0.3

More records follow.
SMILES	Xi reactivation
Fc1cccc2sc(Nc3nc4cc5c(cc4s3)OCCO5)nc12	0.1
CCC(C(=O)Nc1c[nH]c(=O)[nH]c1=O)c1ccccc1 (centres undefined)	0.0
C/C=C/c1ccc(OCCCCOc2ccc(OC)cc2)c(OC)c1	0.0
CCOC(=O)C1CCCN(C(=S)Nc2cccc(Cl)c2)C1 (centres undefined)	0.0
Nn1c(Cc2cccc3ccccc23)nnc1SCc1c(Cl)cccc1Cl	0.0
C[C@H](CO)N1C[C@H](C)[C@@H](CN(C)Cc2cccc(O)c2)OCc2ccccc2-c2ccccc2C1=O	0.0
COc1ccc(NC(=O)c2ccc(COCC(F)(F)F)cc2)cc1OC	-0.1
COc1cc(C(=O)Oc2ccccc2/C=N/NC(=O)c2ccc(C)c(Cl)c2)cc(OC)c1OC	0.4
COCCn1c(-c2cccc([N+](=O)[O-])c2)nc2c1c(=O)[nH]c(=O)n2Cc1ccccc1	0.0
O=C(COC(=O)c1ccc(CNS(=O)(=O)c2ccc(F)c(Cl)c2)cc1)NC1CCCCCCC1	0.2
Cc1ccc(C2=Nc3ccccc3N(C(=O)c3ccccc3)C(C)C2)cc1 (centres undefined)	0.2
O=C(/C=C/c1ccccc1Cl)Nc1cccc(S(=O)(=O)NC2=NCCCCC2)c1	-0.2
CC(C)NC(=O)Nc1ccc2c(c1)C(=O)N(C)C[C@H](C)[C@H](CN(C)S(C)(=O)=O)O2	0.3
O=C(CSc1nc2ccc(Nc3nc(N4CCOCC4)nc(N4CCOCC4)n3)cc2s1)N1CCOCC1	0.4
CCn1cc(C(=O)N2CCc3ccccc32)c(=O)c2cc(S(=O)(=O)N(C)C3CCCCC3)ccc21	-0.1
COc1ccc(Br)cc1S(=O)(=O)n1ccnc1	0.0

Five compounds from above, arranged by formula weight, lowest first.
SMILES	Xi reactivation
Cc1ccc(C2=Nc3ccccc3N(C(=O)c3ccccc3)C(C)C2)cc1 (centres undefined)	0.2
COCCn1c(-c2cccc([N+](=O)[O-])c2)nc2c1c(=O)[nH]c(=O)n2Cc1ccccc1	0.0
CC(C)NC(=O)Nc1ccc2c(c1)C(=O)N(C)C[C@H](C)[C@H](CN(C)S(C)(=O)=O)O2	0.3
C[C@H](CO)N1C[C@H](C)[C@@H](CN(C)Cc2cccc(O)c2)OCc2ccccc2-c2ccccc2C1=O	0.0
O=C(COC(=O)c1ccc(CNS(=O)(=O)c2ccc(F)c(Cl)c2)cc1)NC1CCCCCCC1	0.2
